CAL PDZ FP-1: blocks peptide binding to human CAL PDZ domain. Q9HD26. purified CAL PDZ, TMR-peptide fluorescence polarization, 1 h. inhibition, % at 20 µM. 330,000 tested, 0.02% active. AID 504414;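 active = highest replicate inhibition of at least 40%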;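 also: plate controls were DMSO neutral control wells for no effect and unlabeled competitor peptide control wells for full effect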
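System: purified tagged CAL PDZ domain construct (CerCALP). Schedule: 1 h incubation at room temperature before polarization reading. Medium: 25 mM sodium phosphate pH 7.4, 150 mM NaCl, TCEP, IgG, Thesit. Read-out: percent inhibition from loss of millipolarization. Measured by: FP readout, S and P plane fluorescence. Probe or stimulus: fluorescent TMR peptide probe.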
DAGLB inhibitor: blocks human DAGLB lipase activity; inhibition, % at 5.17 µM; HEK293T DAGLB membrane lysate, EnzChek fluorogenic substrate; AID 504411; 340,000 tested, 0.059% active; in the data active = inhibition above about 34%;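 also: 0% = enzyme with vehicle and 100% = wells lacking enzyme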
NSD2 HMT inh: NSD2 (human) methyltransferase inhibition. AID 743445. 310,000 tested, 0.54% active. inhibition, % at 12.5 µM. NSD2 peptide methylation, AlphaScreen, 120 min. O96028; in the data active = inhibition above about 50%
V-ATPase pHluor: alters yeast V-ATPase proton transport | S. cerevisiae, pHLuorin cytosolic pH fluorescence | response, % at 10 µM | 350,000 tested, 0.37% active | AID 504577; in the data active = response mostly above about 7.3%, no sharp cut-off; inactive = mostly below about 5.4%; also: actives read high; inactives centre near 0; some compounds called inactive have numbers as strong as hits; reference of the scale not given here
LANA DNA inh: blocks KSHV LANA C-terminal domain binding to DNA; inhibition, % at 9 µM; AID 504423; MBP-C-LANA/FAM-LBS DNA binding, fluorescence polarization; 340,000 tested, 0.078% active;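 active = highest replicate inhibition at or above 60% at 9 µM, even if other replicates fall short; inactive = all replicates below 60% inhibition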;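 also: 0% = neutral control wells and 100% = 4 µM acridine orange control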
Keap1-Nrf2 PPI: inhibitors of human Keap1-Nrf2 protein-protein interaction | Keap1 Kelch-Nrf2 peptide fluorescence polarization, 1536-well | inhibition, % at 9.4 µM | 340,000 tested, 0.15% active; in the data active = inhibition above about 12%;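 also: human Keap1 Kelch domain with fluorescein labeled Nrf2 9mer peptide probe; 0% = neutral control wells and 100% = peptide positive control; higher means more block of Keap1 binding to Nrf2 peptide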
RTF Ca sens inh: cardiac RTF calcium desensitization; P19429+P45379; IANBD-labeled cardiac RTF, Ca2+ fluorescence; inhibition, % at 7.15 µM; 340,000 tested, 0.12% active;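 active = inhibition above the mean inhibition of all tested compounds plus 3 SD, cut at about 17% in these data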;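 also: assay run at fixed EC70 calcium of 1.6 mM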
CAL PDZ FP-2: CAL PDZ (human) peptide binding inhibition. Q9HD26. purified CAL PDZ, TMR-peptide fluorescence polarization, 1 h. inhibition, % at 24.9 µM. 300,000 tested, 0.92% active. AID 602252;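 active = mean inhibition of at least 30% with at least half of replicates also reaching 30%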;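 also: 0% = DMSO neutral control and 100% = excess unlabeled competitor peptide PRC23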
Arrestin-AP2 inh: human beta-arrestin and AP2 interaction inhibition; inhibition, % at 10 µM; AID 504490; 340,000 tested, 0.31% active; FITC-arrestin peptide / GST-AP2 beads, flow cytometry; AP2 beta2 appendage carries R879A mutation;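 active = inhibition above a set limit, near 3 SD of compounds lacking own fluorescence, cut at about 54% in these data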;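 also: plate controls were DMSO wells for no effect and 5 µM unlabelled arrestin peptide for full effect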
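System: GST-AP2 R879A glutathione beads; medium: PBS, Tween 20 0.05%, BSA 0.1%; reagent: fluorescein-tagged arrestin peptide at 50 nM final; schedule: pre-incubation 12 min, peptide binding 1 h, room temperature; detection: flow cytometry, FL1 (488/535 nm); read-out: inhibition as reduced fluorescein signal on beads, percent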
Pemphigus Ab inh: blocks pemphigus antibody binding to human desmoglein-3 | P32926 | DSG3-coupled beads, scFv-anti-DSG3-GFP binding, flow cytometry; stronger effect = lower value | binding (percent of control), % at 10 µM | 310,000 tested, 0.48% active | AID 588358;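 active = binding more than 3 SD below its plate's average and above zero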;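 also: hits lower antibody fragment binding to DSG3; some compounds called inactive have numbers as strong as hits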
Target sequence (P32926 whole entry, looked up, the tested form may be a part): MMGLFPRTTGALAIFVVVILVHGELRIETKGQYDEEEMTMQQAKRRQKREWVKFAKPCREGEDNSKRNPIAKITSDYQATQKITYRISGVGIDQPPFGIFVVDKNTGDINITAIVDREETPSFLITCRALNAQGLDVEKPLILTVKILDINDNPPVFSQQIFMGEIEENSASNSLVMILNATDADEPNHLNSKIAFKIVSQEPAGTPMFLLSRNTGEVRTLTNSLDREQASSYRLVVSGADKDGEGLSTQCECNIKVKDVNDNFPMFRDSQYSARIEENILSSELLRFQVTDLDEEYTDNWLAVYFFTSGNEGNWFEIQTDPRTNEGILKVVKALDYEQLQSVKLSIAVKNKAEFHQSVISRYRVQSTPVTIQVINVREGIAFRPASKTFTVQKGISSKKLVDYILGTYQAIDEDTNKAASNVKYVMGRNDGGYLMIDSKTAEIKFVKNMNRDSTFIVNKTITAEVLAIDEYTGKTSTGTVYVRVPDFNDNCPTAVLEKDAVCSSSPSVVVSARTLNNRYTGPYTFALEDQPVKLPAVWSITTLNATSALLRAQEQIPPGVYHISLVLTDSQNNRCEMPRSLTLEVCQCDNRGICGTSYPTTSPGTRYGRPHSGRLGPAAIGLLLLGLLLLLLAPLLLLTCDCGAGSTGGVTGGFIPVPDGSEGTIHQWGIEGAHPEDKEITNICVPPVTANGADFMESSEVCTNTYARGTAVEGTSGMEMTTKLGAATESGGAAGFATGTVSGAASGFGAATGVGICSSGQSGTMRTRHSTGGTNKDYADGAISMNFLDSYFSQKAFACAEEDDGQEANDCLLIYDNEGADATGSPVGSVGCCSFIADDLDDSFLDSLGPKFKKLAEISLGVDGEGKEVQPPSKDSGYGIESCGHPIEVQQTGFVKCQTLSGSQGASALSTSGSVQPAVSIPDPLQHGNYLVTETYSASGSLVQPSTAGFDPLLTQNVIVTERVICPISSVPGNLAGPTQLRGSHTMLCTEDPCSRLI
Numbers without * were called inactive; / = no result given.

Second line of a record: CAL PDZ FP-1	DAGLB inhibitor	NSD2 HMT inh	V-ATPase pHluor	LANA DNA inh	Keap1-Nrf2 PPI	RTF Ca sens inh	CAL PDZ FP-2	Arrestin-AP2 inh	Pemphigus Ab inh
1	CCN(CC)c1ccc(/C=N/NC(=O)c2cnccn2)cc1
    /	2	2	-5	6.4	-4	5	-8	6	99
2	CCOc1ccc(NC(=O)CN2CCN(CC(=O)Nc3ccc4c(c3)OCO4)CC2)cc1
    0.5	-1	-1	-3	-0.9	-3	0	-1	2	105
3	CC1CCCC(NC(=O)CCCCCn2c(=S)[nH]c3ccsc3c2=O)C1C (configuration not stated)
    /	1	-1	-4	/	/	/	/	/	107
4	CCOc1ccc(/C=C2\NC(=S)NC2=O)cc1
    -2.4	1	/	-3	0.1	-4	-8	-1	-7	103
5	Cc1c(C=O)c2cc(OCc3ccccc3)ccc2n1C
    -0.7	-3	-2	0	0.2	-3	4	-8	36	117
6	CC(C)CNC(=O)NC(=O)COc1c(F)c(F)cc(F)c1F
    -0.8	-1	-4	1	0.8	-5	-3	11	-3	114
7	COc1ccc(CNC(=O)Nc2cccc(C(F)(F)F)c2)cc1OC
    0.5	0	1	-4	-0.1	1	-3	-5	1	/
8	O=C(/C=C/c1ccccc1Cl)Nc1cccnc1
    -2.1	-1	-1	4	0.9	1	2	/	15	106
9	COc1cc(NC(=O)C2CCCO2)c(OC)cc1NC(=O)c1ccccc1 (configuration not stated)
    -0.6	-1	-4	2	0.6	-2	-5	-2	-3	103
10	O=C(NC(=S)Nc1cccnc1)c1cccc(Br)c1
    -1.0	-2	-2	0	-0.5	-6	3	-3	11	100
11	COc1cc(OC)cc(C(=O)NNC(=O)CCC2CCCC2)c1
    0.7	-1	0	-1	-2.2	-4	2	-3	18	/
12	CCOC(=O)C1(Cc2ccc(OC)cc2)CCN(C(=O)c2cc(C)on2)CC1
    0.3	-2	-7	-1	1.1	-3	5	4	-14	89
13	COc1ccc(OC)c(NC(=O)CCOc2cccc(C)c2)c1
    -1.0	-10	5	10	0.5	-2	-2	1	8	111
14	CCN(CC)CCn1c2c(c(SCC(=O)Nc3nccs3)nc1=O)CCCC2
    -3.0	0	4	2	-0.4	2	1	-5	18	98
15	O=C(Cc1sc(-c2ccccc2)nc1-c1ccccc1)Nc1ccc(Cl)cc1
    -1.2	0	-5	-6	-0.8	3	-6	-2	12	95
16	CCOC(=O)C1CCCN(Cc2ccc(OCc3ccccc3)c(OC)c2)C1 (configuration not stated)
    -3.7	-5	/	5	-2.7	-3	5	-6	-1	113
17	Cc1cc(C)c(C#N)c(SC2CCCCC2=O)n1 (configuration not stated)
    -1.3	1	1	-4	0.7	4	-5	0	0	95
18	COc1ccc(/C=N/n2c(-c3ccco3)nc3ccccc3c2=O)cc1
    /	2	1	-4	-0.3	-1	-4	0	0	96
19	CN(C(=S)Nc1ccc(SC(F)F)cc1)C(c1ccccc1)c1ccccc1
    -0.2	-7	9	-3	1.4	-2	-17	-1	-15	89
20	CC(C)(C)NC(=S)NNC(=O)c1ccncc1
    1.0	0	28	6	0.2	-5	-11	-5	5	101
21	CCOC(=O)c1c(C)[nH]c2ccc(O)cc12
    0.1	1	-1	-5	-4.2	-4	5	-6	1	/
22	CC1CCCCN1CCNC(=O)C1CCCN(S(=O)(=O)c2cccc3nsnc23)C1 (configuration not stated)
    -2.8	0	0	3	0.0	0	-6	-4	3	100
23	O=[N+]([O-])c1ccc(NNC(=S)Nc2ccccc2)cc1
    -4.7	2	/	6	-1.6	-7	1	-1	6	/
24	O=C(c1ccc(Cl)cc1)c1c[nH]cc1-c1ccccc1
    /	-7	-3	3	0.2	1	-18	-4	-8	/
25	CCOC(=O)/C=C/c1ccc2c(c1)S(=O)(=O)N(Cc1ccc(OC)cc1)[C@H]2CC(=O)OCC
    -0.8	-6	/	0	-0.7	-1	-2	-5	21	104
26	CCOC(=O)c1cc(C#N)c(SC(C)C(=O)NC2CCCCC2)nc1C (configuration not stated)
    -0.9	-1	0	2	-0.5	-4	-1	-8	-4	/
27	Cc1ccc(N(C(=O)c2ccccn2)C(C(=O)NC2CCCCC2)c2ccncc2)cc1 (configuration not stated)
    -0.4	-1	-4	5	-0.7	1	-12	-1	0	94
28	O=C(Cc1ncc(C(F)(F)F)cc1Cl)NCCc1ccccc1
    -0.4	0	/	3	2.4	1	-6	-10	-11	115
29	Nc1nc(CSc2nc3ccccc3[nH]2)nc(N2CCOCC2)n1
    /	-1	/	3	-3.5	-4	0	-3	-7	107
30	COc1ccc(OC)c(C2CC(=O)c3c([nH]c(C(=O)OCC4CCCO4)c3C)C2)c1 (configuration not stated)
    -0.6	-3	/	-1	-1.1	-5	-2	-4	5	112
31	O=C(CN1CCN(S(=O)(=O)c2ccccc2)CC1)Nc1ccc(Cl)c([N+](=O)[O-])c1
    -2.0	1	-1	-2	1.6	-2	-1	1	-11	92
32	CCc1cccc(C)c1NC(=O)COC(=O)C1CC(=O)N(CCc2ccc(OC)c(OC)c2)C1 (configuration not stated)
    -2.5	0	1	0	1.0	2	-12	3	-9	103
33	CN(C)S(=O)(=O)c1ccc(S(=O)(=O)NCCN2CCOCC2)cc1
    0.9	-1	0	4	-0.9	4	-2	-4	12	108
34	Cc1onc(-c2ccccc2)c1C(=O)OCC(=O)Nc1ccc2c(c1)OCO2
    -0.2	-3	0	0	0.2	0	-10	-1	7	99
35	CC(=O)NC(Cc1c[nH]c2ccccc12)C(=O)OCC(=O)Nc1ccc2c(c1)OCO2 (configuration not stated)
    -3.4	3	/	2	-2.8	-3	1	4	0	/
36	Cc1ccccc1NC(=O)c1cccc(Cn2cc(Br)c([N+](=O)[O-])n2)c1
    -0.6	2	0	0	-1.2	2	1	6	30	101
37	CCOC(=O)C1(CCOc2ccccc2)CCN(S(=O)(=O)N(C)C)CC1
    -1.5	-5	-5	-1	1.1	-2	-8	-8	3	113
38	CC(=O)Oc1cccc(C(=O)Nc2ccc(NC(=O)c3cccs3)cc2)c1
    0.3	-2	-3	-5	0.9	-1	-3	0	11	96
39	O=C(Nc1ccccc1F)c1ccco1
    -2.0	4	-2	1	-0.5	-4	-1	-2	1	/
40	Cc1ccc(NC2SC(=O)N(CC(=O)O)C2=O)cc1 (configuration not stated)
    -0.6	2	1	2	-0.3	0	10	-2	40	105
41	CCOc1ccc(C(=O)C2CCN(C(=O)c3ccccc3C(=O)O)CC2)cc1
    0.7	-1	0	-2	1.7	-5	-2	/	-1	104
42	O=c1cc(-c2ccc(O)c(O)c2)oc2c1ccc1ccccc12
    0.3	13	6	2	2.6	-4	6	-1	5	93
43	COC(=O)c1cc(OC)c(OC)cc1NC(=O)C1CCC(=O)N1S(=O)(=O)c1ccc(C)cc1 (configuration not stated)
    -0.8	-1	-10	1	0.1	3	3	/	26	/
44	CC1CCN(C(=O)CSc2nc(N)cc(N)n2)CC1
    0.1	1	1	2	2.2	-3	-11	4	11	102
45	COc1ccccc1C(C)NC(=O)c1ccc(C)o1 (configuration not stated)
    -1.3	-3	7	-4	-0.2	1	1	5	2	/
46	CCCOc1ccccc1NC(=O)/C=C/c1ccc(OC)c(S(=O)(=O)N2CCOCC2)c1
    /	-2	1	2	/	/	/	/	/	95
47	COc1cccc(NC(=O)CN(C)CC(=O)Nc2ccc(C)c([N+](=O)[O-])c2)c1
    -3.6	-4	0	3	2.0	-2	-4	-3	10	96
48	Cc1nc(SCC(=O)N2c3ccccc3Sc3ccccc32)n[nH]1
    -1.6	1	0	0	-0.4	-5	-4	-3	-5	105
49	COc1ccc(COc2ccc(S(=O)(=O)N3CCCC3)cc2C(N)=O)cc1F
    0.1	-1	-2	-4	1.0	-1	-18	-4	10	99
50	COCc1nnc(NC(=O)CCC2CCCCC2)s1
    -4.3	1	-2	/	-2.1	-5	-6	/	3	91
51	Cc1ccc(C(=O)N2CC(C)OC(C)C2)cc1[N+](=O)[O-] (configuration not stated)
    0.1	2	-1	0	-1.1	0	-16	-2	1	104
52	NNc1nc(NCc2ccccc2)nc(N2CCOCC2)n1
    -0.9	-2	1	-2	1.0	1	-3	-6	-4	/

Of the compounds above, twelve contain a halogen.
Second line of a record: CAL PDZ FP-1	DAGLB inhibitor	NSD2 HMT inh	V-ATPase pHluor	LANA DNA inh	Keap1-Nrf2 PPI	RTF Ca sens inh	CAL PDZ FP-2	Arrestin-AP2 inh	Pemphigus Ab inh
6	CC(C)CNC(=O)NC(=O)COc1c(F)c(F)cc(F)c1F
    -0.8	-1	-4	1	0.8	-5	-3	11	-3	114
7	COc1ccc(CNC(=O)Nc2cccc(C(F)(F)F)c2)cc1OC
    0.5	0	1	-4	-0.1	1	-3	-5	1	/
8	O=C(/C=C/c1ccccc1Cl)Nc1cccnc1
    -2.1	-1	-1	4	0.9	1	2	/	15	106
10	O=C(NC(=S)Nc1cccnc1)c1cccc(Br)c1
    -1.0	-2	-2	0	-0.5	-6	3	-3	11	100
15	O=C(Cc1sc(-c2ccccc2)nc1-c1ccccc1)Nc1ccc(Cl)cc1
    -1.2	0	-5	-6	-0.8	3	-6	-2	12	95
19	CN(C(=S)Nc1ccc(SC(F)F)cc1)C(c1ccccc1)c1ccccc1
    -0.2	-7	9	-3	1.4	-2	-17	-1	-15	89
24	O=C(c1ccc(Cl)cc1)c1c[nH]cc1-c1ccccc1
    /	-7	-3	3	0.2	1	-18	-4	-8	/
28	O=C(Cc1ncc(C(F)(F)F)cc1Cl)NCCc1ccccc1
    -0.4	0	/	3	2.4	1	-6	-10	-11	115
31	O=C(CN1CCN(S(=O)(=O)c2ccccc2)CC1)Nc1ccc(Cl)c([N+](=O)[O-])c1
    -2.0	1	-1	-2	1.6	-2	-1	1	-11	92
36	Cc1ccccc1NC(=O)c1cccc(Cn2cc(Br)c([N+](=O)[O-])n2)c1
    -0.6	2	0	0	-1.2	2	1	6	30	101
39	O=C(Nc1ccccc1F)c1ccco1
    -2.0	4	-2	1	-0.5	-4	-1	-2	1	/
49	COc1ccc(COc2ccc(S(=O)(=O)N3CCCC3)cc2C(N)=O)cc1F
    0.1	-1	-2	-4	1.0	-1	-18	-4	10	99

Screening results as filed in PubChem.

An excerpt (hit frequency here may not be typical).
